RSV CPE inhibition: RSV antiviral activity via CPE protection, HEp-2 cells, primary 10 µM value included (AID 2391) | HEp-2 cells, RSV-induced CPE inhibition; higher % means a stronger effect | CPE inhibition, % at 10 µM; hits with a dose series show IC50 in µM | 0.13% of 310,000 active; in the data active = a potency from the dose series; note: strong numbers were not always called active
UTI89 phage lysis: protection from phage-mediated lysis, alamar blue read-out – E. coli UTI89, K1F phage, bacterial capsule biogenesis inhibitors (AID 488966); 0.02% of 340,000 active; inhibition, % at 100 µM; hits with a dose series show IC50 in µM; E. coli UTI89 K1F phage lysis, alamar blue, 2 h; higher % means a stronger effect;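 active = phage lysis inhibition, versus mean bacterial control, above a set limit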;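 note: capsule biogenesis inhibitors block K1F phage lysis so surviving cells raise fluorescence; higher fluorescence means more inhibition of phage lysis; actives were called in the ten point dose series up to 300 µM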
M1AAP inhibition: P. falciparum M1AAP inhibitors, biochemical, fluorogenic H-Leu-NHMec substrate, 1536-well (AID 1445); recombinant M1AAP, H-Leu-NHMec fluorogenic kinetic assay; higher % means a stronger effect; one-dose inhibition, % at 30 µM; IC50 in µM for titrated hits; 0.42% of 220,000 active;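 active = primary inhibition above the hit cutoff, then over 50% inhibition at one or more dose response concentrations, cut at about 23% in these data, passing the limit was not always enough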;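 note: plate controls were DMSO full reaction for no effect and no enzyme background for full effect; strong numbers were not always called active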
M17LAP inhibition: P. falciparum M17LAP inhibitors, primary screen, biochemical, fluorogenic H-Leu-NHMec substrate, 1536-well (AID 1619); inhibition, % at 30 µM; hits with a dose series show IC50 in µM; recombinant M17LAP, H-Leu-NHMec fluorogenic kinetic assay; higher % means a stronger effect; 0.38% of 220,000 active;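 active = compound inhibiting the enzyme by more than half at any dose during confirmatory dose-response retesting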;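 note: plate controls were full reaction with DMSO carrier for no effect and no enzyme background for full effect; strong numbers were not always called active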
PMI inhibitors: MPI enzyme activity inhibition – biochemical, fluorescence intensity, coupled assay, primary screen (AID 1209). purified PMI enzyme, coupled fluorescence intensity; higher % means a stronger effect. one-dose inhibition, % at 20 µM; IC50 in µM for titrated hits. 0.42% of 190,000 active;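 note: plate controls were DMSO vehicle for no effect and wells lacking substrate for full effect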
West Nile antiviral: inhibition of WNV-induced cytopathic effect – cell-based, CPE readout (AID 1621) | West Nile virus-infected cells, CPE inhibition; higher % means a stronger effect | CPE inhibition, % at 10 µM; hits with a dose series show IC50 in µM | 0.02% of 290,000 active; in the data active = a potency from the dose series; note: strong numbers were not always called active
TNAP activators: stimulation of alkaline phosphatase TNAP activity – biochemical, luminescent, no phosphate acceptor, uHTS, primary screen (AID 1001). activation fold at 20 µM, or EC50 in µM where a hit was titrated. 0.03% of 200,000 active. purified TNAP, luminescent activation assay, no phosphate acceptor; higher activation fold means a stronger effect; in the data active = activation fold from about 3, or a potency from the dose series; inactive = the rest, 99 in 100 with activation fold below about 1.6; note: many of its hits are not listed in these tables
PMI inhibition: human PMI inhibitors, high substrate, primary screen, biochemical, fluorescence intensity, high mannose 6-phosphate (AID 1220) | inhibition, % at 20 µM, or IC50 in µM where a hit was titrated | 0.66% of 190,000 active | recombinant PMI enzyme, coupled fluorescence intensity; higher % means a stronger effect
T cell HTS: T cell immune modulation candidate. 2C CD8+ T cell-vesicle binding, flow cytometry; stronger effect = lower value. calls only at 7 µM. 0.068% of 330,000 active. AID 2052;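 active = response, share of CD8 T cells binding vesicles, and their 90th percentile fluorescence all below set limits, cut at about 80% in these data, passing the limit was not always enough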
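material = purified 2C TCR transgenic mouse naive CD8+ T cells | controls = Unloaded micro-vesicles (low), QL9 vesicles with 0.7% DMSO (high) | detection = cytometric PE anti-B7-1 and Alexa647 anti-CD8 signals after 1% paraformaldehyde fixation | incubation = binding step 1.5 h, 37 °C, antibody labelling 20 min, ice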
T cell HTS vesicle-bound %: also measured in T cell HTS; calls as there; double positive events, %; measured here: CD8+ vesicle-bound cell fraction;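 binding gate set so that unloaded-vesicle control wells show 10% double positive cells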
Starred values were filed as active, the others as inactive; i = inactive; . = no result given; [ ] = another dose, or the depositor's remark. Cut-off read from the data, not from the text of the source, unless noted: active = inhibition above about 50%; inactive = the rest.

SMILES | RSV CPE inhibition | UTI89 phage lysis | M1AAP inhibition | M17LAP inhibition | PMI inhibitors | West Nile antiviral | TNAP activators | PMI inhibition | T cell HTS | T cell HTS vesicle-bound %
CCOc1ccc2nc(SCC3CC3(Cl)Cl)[nH]c2c1 (stereo not drawn) | 3.4% | 2.4% | 3.5% | 7.1% | . | 0.0% | . | . | i | 8.0
COc1ccc(-c2noc(N3CCC(C(=O)Nc4ccccc4F)CC3)n2)cc1 | 5.2% | -0.2% | . | . | . | -0.5% | . | . | i | 26.0
CN(C)c1cccc(C(=O)OCC(=O)Nc2nccs2)c1 | 4.0% | 2.7% | 0.2% | -4.9% | -1.5% | 0.1% | 1 | 6.3% | i | 21.8
CSc1nnc(SCc2nc3sc(C(=O)O)c(C)c3c(=O)[nH]2)s1 | 0.4% | 0.2% | 14.0% | 13.5% | . | 0.3% | . | . | i | 37.4
Cc1ccc(Cl)cc1N1CCN(C(=O)C(C)n2ncn3cccc3c2=O)CC1 (stereo not drawn) | 2.7% | 1.3% | . | . | . | -0.2% | . | . | i | 31.9
CS(=O)(=O)Nc1cccc(C2=NN(C(=O)CCCC(=O)O)C(c3cccs3)C2)c1 (stereo not drawn) | 0.9% | 0.3% | . | . | . | 0.8% | . | . | i | 25.9
C=CCOc1ccc(CNn2cn[nH]c2=S)cc1OCC | 1.9% | -0.6% | 2.8% | 32.6% | 7.1% | 0.2% | 0.9 | 5.3% | i | 48.3
Cc1ccc(C(C(=O)NC2CCCC2)N(C(=O)Cc2cccs2)c2cccc(C)c2C)o1 (stereo not drawn) | -0.7% | -0.2% | 5.1% | 2.2% | 15.5% | -1.1% | 1.1 | 17.1% | i | 36.5
Cc1cc(C)cc(N(C(=O)c2csnn2)C(C(=O)NC2CCCCC2)c2ccccn2)c1 (stereo not drawn) | 10.1% | -0.4% | . | . | . | -0.9% | . | . | i | 7.8
CCN(CC)C(=O)CSc1nc2c(sc(=S)n2CC)c(=O)n1-c1ccccc1 | 1.2% | 0.3% | 1.5% | 5.1% | -6.6% | -0.3% | 1.1 | -8.2% | i | 35.6
COC(=O)C(Nc1nccs1)(OC)C(F)(F)F (stereo not drawn) | 4.0% | -0.3% | 1.3% | 0.7% | -15.4% | . | 1 | -6.6% | i | 32.4
COCCNC(=O)C(=O)N/N=C/c1ccc(C(=O)OC)cc1 | 1.2% | 0.0% | 1.8% | 0.3% | -2.7% | 0.0% | 1.1 | 8.8% | i | 45.4
O=C(CSc1ncccc1C(=O)O)NC12CC3CC(CC(C3)C1)C2 | -2.8% | 0.3% | 6.7% | 0.8% | -29.6% | 0.2% | 1 | -8.5% | i | 57.1
O=C(CSc1nc2ccccc2c(=O)n1-c1ccc(SC(F)F)cc1)Nc1ccc(N2CCOCC2)cc1 | 3.1% | 1.0% | 1.2% | -2.0% | -53.9% | -0.2% | 1.1 | -39.3% | i | 59.4
COc1ccc(C2OC(=O)c3ccccc3S2)cc1 (stereo not drawn) | 0.1% | -0.1% | 7.1% | -8.1% | 5.1% | 0.5% | 0.8 | 6.0% | i | 37.8
CC(=O)OC1CSc2nc3ccccc3n2C1 (stereo not drawn) | 3.9% | 0.3% | 5.2% | 0.6% | 3.9% | 0.8% | 1.1 | 3.8% | i | 17.7
CC(=O)c1cccc(NC(=O)Nc2ccc(C(=O)N3CCCC3)cc2)c1 | 1.9% | 1.2% | 6.9% | 3.3% | 15.6% | 0.1% | 1.1 | 12.1% | i | 27.4
Cc1ccc(N2CC(C(=O)Nc3nnc(SCC(=O)NCC4CCCO4)s3)CC2=O)cc1 (stereo not drawn) | 0.7% | 0.6%[50 µM] | . | . | . | -0.2% | . | . | i | 67.9
O=C(CC1Nc2ccccc2NC1=O)Nc1cc(Cl)cc(Cl)c1 (stereo not drawn) | -3.8% | 2.6% | 5.9% | 1.7% | 7.5% | 1.2% | 1.1 | 5.8% | i | 43.6
Cn1ccnc1C(O)c1cccc(OCc2ccccc2)c1 (stereo not drawn) | 1.6% | -0.1% | . | . | . | -0.5% | . | . | i | 32.6
Cc1ccc(NC(=O)CNC(=O)c2ccco2)nc1 | 1.3% | 1.3%[50 µM] | . | . | . | -0.4% | . | . | i | 55.9
COc1cccc(NC(=S)N(Cc2ccc(C(=O)O)cc2)Cc2ccc(OC)c(OC)c2)c1 | 2.1% | -0.1% | 3.5% | 5.9% | -11.2% | 0.3% | 1 | -17.5% | i | 39.3
O=C(CSC1=NCCS1)NC1CCCC1 | 1.7% | 1.1% | 4.3% | -5.1% | -2.7% | -0.2% | 1.1 | -6.0% | i | 33.7
COc1ccc(NC(=S)Nc2cc(S(=O)(=O)N3CCCCC3)ccc2OC)cc1 | 2.8% | . | 1.7% | 10.5% | 8.9% | 2.3% | 1.3 | 16.3% | i | 55.5
C=CCN(C)NC(=O)Nc1ccccc1 | -1.4% | -0.1% | -1.0% | 3.0% | 1.8% | 1.0% | 1.1 | -1.1% | i | 34.7
COc1cc(NC(=O)c2ccc(NC3=NC4CS(=O)(=O)CC4S3)cc2)cc(OC)c1 (stereo not drawn) | 0.9% | -0.3% | . | . | . | -0.2% | . | . | i | 29.0
C/C(CC(=O)Nc1ccccc1-c1ccccc1)=N\NC(=O)COc1ccc(C)cc1Br | 0.6% | 0.6% | 5.2% | -11.8% | 13.1% | 0.0% | 1 | 5.9% | i | 35.2
Cc1cc(C)nc(N/C(=N\S(=O)(=O)Cc2ccccc2)Nc2cccc(Cl)c2C)n1 | 2.8% | 3.6% | 2.8% | -0.1% | 13.4% | -0.8% | 1.1 | 13.0% | i | 21.5
O=C(COC(=O)CCC(=O)c1ccc(F)cc1)Nc1ccccc1 | 1.9% | 0.0% | -1.9% | 3.8% | 4.7% | 0.8% | 1.1 | 4.2% | i | 12.3
CCOC(=O)CCSc1n[nH]c(=S)s1 | . | i | -4.8% | -3.8% | . | 0.0% | . | . | i | 14.6
CC1CCCCC1NC(=O)Cn1[nH]c(=O)c2ccccc2c1=O (stereo not drawn) | -0.8% | -0.2% | 2.5% | 0.4% | 2.9% | 0.4% | 1.1 | 9.5% | i | 48.9
C=CCNC1=C(Cl)C(=O)N(c2ccccc2Cl)C1=O | -1.1% | 1.7%[50 µM] | 2.9% | 6.6% | -2.0% | 0.3% | 0.9 | 0.6% | i | 26.8
CCC1(C)CC(CC(=O)O)(c2ccccc2OC)CCO1 (stereo not drawn) | 0.5% | 0.8% | -7.8% | 3.1% | -13.0% | 0.1% | 1.1 | -2.0% | i | 42.5
O=C(NNC(=O)c1cc2ccccc2cc1O)c1cccs1 | 11.8% | 0.5% | . | . | . | -0.1% | . | . | i | 38.9
CCCc1ccc(-c2cc(C(=O)NCCc3ccc(S(N)(=O)=O)cc3)c3ccccc3n2)cc1 | 7.1% | 5.3% | 4.0% | -7.1% | 11.7% | 0.5% | 1 | 8.0% | i | 30.9
COc1ccc(Cl)cc1NC(=O)C(C)OC(=O)c1ccc(NS(=O)(=O)c2ccc3[nH]c(=O)[nH]c3c2)cc1 (stereo not drawn) | 43.0% | 0.0% | 3.9% | 3.7% | 16.7% | -0.1% | 1.1 | 7.0% | i | 16.9
N/C(=N\OC(=O)Nc1ccccc1)c1ncc([N+](=O)[O-])s1 | 8.5% | -0.4% | 3.7% | -2.5% | . | 0.0% | . | . | i | 30.3
Cn1cc(SCC(=O)Nc2ccc3c(c2)OCCO3)c2ccccc21 | 2.9% | 0.9% | 4.5% | -0.9% | 14.1% | 1.1% | 1.1 | 4.0% | i | 44.3
CCn1c(SCc2ccccc2)nnc1-c1cccnc1 | 1.0% | 0.1% | 6.4% | 1.0% | . | 0.3% | 1 | . | i | 28.0
COc1ccc(NC(=S)N2CCCCC2c2cccnc2)cc1 (stereo not drawn) | -1.6% | 1.4% | 10.3% | 6.0% | . | 1.4% | . | . | i | 17.7
N=c1c2c3c(sc2ncn1N)CCC3 | 0.9% | 1.2% | 6.3% | -0.3% | . | -0.5% | . | . | i | 36.6
CCNC(=S)N(CCN(CC)CC)Cc1cc2cc3c(cc2[nH]c1=O)OCCO3 | 0.4% | 0.5% | . | . | . | -0.9% | . | . | i | 41.4
CCC(=O)N1CCN(c2ccc(NC(=O)c3ccc(N4CCOCC4)c([N+](=O)[O-])c3)cc2)CC1 | 1.4% | 2.0%[50 µM] | . | . | . | -0.1% | . | . | i | 8.9
CCOC(=O)c1ccc2c(c1)N(Cc1ccccc1C)C(=O)c1ccccc1S2=O (stereo not drawn) | . | 1.7% | 7.5% | -1.4% | . | . | . | . | i | 22.9
CC(C)(C)n1nnnc1C(c1ccccc1F)N1CCN(C2CCCC2)CC1 (stereo not drawn) | . | 0.2% | 3.4% | 9.2% | -2.3% | -0.2% | 1.1 | -7.1% | . | .
CCOc1ccc2nc(C)cc(Nc3ccc4c(c3)OCCO4)c2c1 | 16.2% | -0.1% | 0.7% | 9.0% | 7.6% | 3.4% | 1.1 | 6.5% | i | 36.5
O=C1NC(c2ccc(O)cc2)Nc2ccccc21 (stereo not drawn) | 2.4% | 0.2% | . | . | . | -0.9% | . | . | i | 66.2
CCCC(=O)NC(=S)Nc1cccc2c(O)cccc12 | 1.7% | -0.9% | 6.1% | 0.3% | -4.7% | 0.0% | 1.1 | 37.2% | i | 43.6
CCC(C)NC(=O)c1ccc(CSCc2cccc(F)c2)o1 (stereo not drawn) | -0.2% | 5.0% | 2.8% | -0.5% | 3.1% | 1.1% | 1.1 | 11.0% | i | 31.6
Cc1ccccc1-c1nc2ccccc2c(=O)n1C1CCS(=O)(=O)C1 (stereo not drawn) | 0.6% | -2.3% | 0.8% | 9.3% | 3.6% | -0.5% | 0.9 | 4.7% | i | 16.3
Cc1cc(C)cc(NC(=O)CSc2nc3c(c(=O)n2C)SC(C)C3)c1 (stereo not drawn) | 0.7% | -0.4% | -2.1% | 1.1% | 6.3% | -0.2% | 1.2 | 7.2% | i | 40.4
Cc1nn(C)cc1/C=N\NC(=O)Cc1ccc([N+](=O)[O-])cc1 | 2.2% | 3.7%[50 µM] | -1.3% | -1.1% | 6.4% | 0.5% | 1.1 | 9.2% | i | 8.9
COc1cc(OC)c(OC)cc1CN1CCCC(C(=O)c2sccc2C)C1 (stereo not drawn) | -0.5% | 0.2% | 11.9% | 13.1% | . | -1.1% | . | . | i | 18.6

Complete entries from above:
C=CCOc1ccc(CNn2cn[nH]c2=S)cc1OCC reads RSV CPE inhibition: 1.9%; UTI89 phage lysis: -0.6%; M1AAP inhibition: 2.8%; M17LAP inhibition: 32.6%; PMI inhibitors: 7.1%; West Nile antiviral: 0.2%; TNAP activators: 0.9; PMI inhibition: 5.3%; T cell HTS: i; T cell HTS vesicle-bound %: 48.3
N=c1c2c3c(sc2ncn1N)CCC3 reads RSV CPE inhibition: 0.9%; UTI89 phage lysis: 1.2%; M1AAP inhibition: 6.3%; M17LAP inhibition: -0.3%; PMI inhibitors: .; West Nile antiviral: -0.5%; TNAP activators: .; PMI inhibition: .; T cell HTS: i; T cell HTS vesicle-bound %: 36.6

No enrichment for hits; about 1.5% have a hit in one of these screens.
